# Bioassay records from PubChem.
# VP16 counter – inhibits Gal4-VP16 luciferase reporter, ROR gamma counter-screen; Drosophila S2 Gal4-VP16 UAS-luciferase, luminescence, 20 h; Potency, µM (doses to about 53.6 µM), for the others: at the top dose activity, negative = inhibition, hits mostly inhibitors; actives 3.5% (n = 310,000); AID 2546;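 further: Gal4-VP16 expression switched on by copper sulfate through the metallothionein promoter; potency means the concentration at half of the fitted maximal effect; on the % scale 0 is the no-effect control and ±100 the full control effect; nearly all actives have a fitted effect of over 50% in size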
# Menin MLL FP TR – menin-MLL binding inhibition, Texas Red mutant peptide. O00255. Menin + Texas Red MLL mutant peptide, fluorescence polarization. Potency, µM (doses to about 61.6 µM), for the others: top-dose FP activity change, negative = inhibition, most hits filed as inhibitors. actives 0.23% (n = 270,000). AID 1768; active means well fitted inhibition curve with a large enough effect in the polarisation, with a control signal flat, not every such curve was filed as active; inconclusive means small, poorly fitted or top-dose-only effect, or effect the other way, or a change in a side signal; inactive means no such curve, though single readings can be large or run the other way; the % refers to the polarisation; further: potency means the concentration at half of the fitted maximal effect; % of control where 0% means no effect; many of its hits are not listed in these tables
# FLuc counter – counter-screen for miR-21 project: firefly luciferase inhibitors or activators; actives 6.9% (n = 360,000); Potency, µM (doses to about 57.5 µM), inactives show at the highest dose activity change, negative = inhibition, most hits filed as inhibitors; purified FLuc, Km substrates, luminescence inhibition; P08659;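 further: potency means the concentration at half of the fitted maximal effect; plate controls were vehicle for no effect and reference inhibitor for full effect; nearly all actives have a fitted effect of over 55% in size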
# Target sequence (P08659 whole entry, looked up): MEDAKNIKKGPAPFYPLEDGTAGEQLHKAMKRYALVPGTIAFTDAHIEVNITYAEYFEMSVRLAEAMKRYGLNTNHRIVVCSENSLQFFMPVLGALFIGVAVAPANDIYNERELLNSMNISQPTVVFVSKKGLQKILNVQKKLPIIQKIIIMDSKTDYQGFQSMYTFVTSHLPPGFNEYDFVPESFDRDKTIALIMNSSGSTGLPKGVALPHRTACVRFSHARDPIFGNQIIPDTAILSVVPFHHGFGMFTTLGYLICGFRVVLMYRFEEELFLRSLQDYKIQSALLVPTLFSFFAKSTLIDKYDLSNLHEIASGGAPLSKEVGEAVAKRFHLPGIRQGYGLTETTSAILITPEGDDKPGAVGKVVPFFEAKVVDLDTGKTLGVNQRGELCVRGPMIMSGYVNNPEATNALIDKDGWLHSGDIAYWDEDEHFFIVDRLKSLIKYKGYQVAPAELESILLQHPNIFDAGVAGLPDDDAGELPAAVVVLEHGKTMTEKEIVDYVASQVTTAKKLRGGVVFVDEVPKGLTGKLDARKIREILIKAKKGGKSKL
#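 Purified P. pyralis luciferase, 10 nM final, with Km-level 10 uM D-luciferin and 10 uM ATP in 50 mM Tris acetate pH 7.5, 10 mM Mg acetate, 0.01% Tween-20, 0.05% BSA; 6-point qHTS titration about 60 µM downward; luminescence read.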
# PKM2 act – activators of human pyruvate kinase M2; P14618; purified PKM2, Kinase-Glo ATP luminescence, activation; response scale: 0% is enzyme alone, no compound; Potency, µM (series often up to 57.5 µM), for the others: top-dose activation, most hits filed as activators; actives 0.34% (n = 260,000); further: potency means the concentration at half of the fitted maximal effect; on the % scale 0 is the no-effect control and ±100 the full control effect; nearly all actives have a fitted effect of over 55% in size
#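 Purified hPK-M2 (>95% pure) converted ADP (0.1 mM final) to ATP with 0.5 mM PEP in 50 mM imidazole pH7.2, KCl, MgCl2, Tween 20, BSA; 1 h at room temperature. ATP detected by Kinase-Glo luminescence.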
# Mito fusion yeast – mitochondrial division inhibition or fusion activation. S. cerevisiae fusion-defective mutant growth rescue, CellTiterGlo 48 h. AID 485298. actives 0.23% (n = 320,000). Potency, µM (doses to about 46.1 µM), for the others: at the top dose growth rescue (activation), hits mostly activators;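 further: potency means the concentration at half of the fitted maximal effect; % of control where 0% means no effect; nearly all actives have a fitted effect of over 45% in size; temperature-sensitive fusion mutants such as fzo1-1 at 37 °C on non-fermentable ethanol glycerol medium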
#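 Luminescent cell viability in 1536-well qHTS format served as the measure of rescued growth in ts fusion-mutant S. cerevisiae cultured on non-fermentable YPEG for 48 hours at 37C.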
# NPC1 prom act – activates the NPC1 promoter | Huh7 NPC1 promoter luciferase reporter, 24 h | Potency, µM (doses to about 9.22 µM), for inactives: at the top dose activation, actives largely listed as activators | actives 2.4% (n = 320,000) | AID 485313;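 further: potency means the concentration at half of the fitted maximal effect; % of control where 0% means no effect; nearly all actives have a fitted effect of over 60% in size; reporter is driven by a mutant NPC1 promoter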
#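 Readout is luciferase luminescence, reflecting NPC1 promoter activation in stably transfected Huh7 cells after 24 h compound exposure at 37 °C in reduced-serum medium with 10% FBS.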
# MBNL1-CUG inh – MBNL1-poly(CUG) RNA binding inhibition; Q9NR56; TR-FRET MBNL1-His/biotin-(CUG)12 binding, 665/545 ratio; Potency, µM (top dose mostly 57.5 µM), for inactives: top-dose activity change, negative = inhibition, most hits filed as inhibitors; actives 0.036% (n = 280,000); AID 2675; active means well fitted inhibition curve with a large enough effect in the signal ratio, with a control signal flat, not every such curve was filed as active; inconclusive means small, poorly fitted or top-dose-only effect, or effect the other way, or a change in a side signal; inactive means no such curve, though single readings can be large or run the other way; the % refers to the signal ratio; further: potency means the concentration at half of the fitted maximal effect; on the % scale 0 is the no-effect control and ±100 the full control effect
# Target sequence (Q9NR56 whole entry, looked up): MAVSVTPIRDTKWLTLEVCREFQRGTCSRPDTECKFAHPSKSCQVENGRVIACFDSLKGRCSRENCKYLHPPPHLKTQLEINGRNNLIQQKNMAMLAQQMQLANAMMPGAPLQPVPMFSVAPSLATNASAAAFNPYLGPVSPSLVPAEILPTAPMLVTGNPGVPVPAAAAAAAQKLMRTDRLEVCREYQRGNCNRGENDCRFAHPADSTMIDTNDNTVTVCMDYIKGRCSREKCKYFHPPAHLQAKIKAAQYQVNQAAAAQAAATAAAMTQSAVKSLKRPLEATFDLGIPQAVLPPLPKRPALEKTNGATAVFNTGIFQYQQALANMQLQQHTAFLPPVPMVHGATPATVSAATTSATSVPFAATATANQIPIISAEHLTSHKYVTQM
#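 Inhibition of protein-RNA binding appears as loss of TR-FRET between terbium anti-His antibody on MBNL1-His and streptavidin-XL665 on biotin-(CUG)12. Activity is normalized to buffer-only and uninhibited-complex controls.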
# ELG1 DNA repair – ELG1-dependent DNA repair inhibition | HEK293T ELG1-luciferase reporter, luminescence, 16 h; DNA damage induced by 5-fluorouridine | Potency, µM (doses to about 46.1 µM), for inactives: top-dose activity change, negative = inhibition, most hits filed as inhibitors | actives 2.3% (n = 330,000); further: potency means the concentration at half of the fitted maximal effect; on the % scale 0 is the no-effect control and ±100 the full control effect; nearly all actives have a fitted effect of over 55% in size
#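 In this reporter screen, reduction of luminescence relative to DMSO vehicle indicated activity. Compounds and 5-fluorouridine were added together to 2,000 cells per well, incubated for 16 hr at 37 °C, then developed with ONE-Glo.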
# KCNH2 3.1 block – KCNH2 3.1 (human) potassium channel inhibition. U2OS KCNH2 3.1, thallium flux FluxOr; active compounds read low. activity change, % (tested at about 1.8 µM). actives 0.95% (n = 340,000);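 active means maximum activity change below -70%; inconclusive means maximum activity change from -70% to -50%; inactive means maximum activity change above -50%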;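 further: thallium influx rate constant from kinetic fluorescence after stimulation buffer; on the % scale 0 is the no-effect control and ±100 the full control effect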
#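 Normalized rate constant (relative to positive and negative DMSO controls) derived from a 2 min kinetic fluorescence read after stimulation; U2OS cells expressing the 3.1 isoform via virus at 1.77 x 10^8 /mL.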
# Rab9 promoter act – activators of Rab9 promoter. Potency, µM (top dose mostly 9.22 µM), for inactives: at the top dose activation, negative = inhibition, actives largely listed as activators. Huh7 Rab9 promoter-luciferase reporter, luminescence, 24 h. actives 2.8% (n = 320,000); further: potency means the concentration at half of the fitted maximal effect; % of control where 0% means no effect; nearly all actives have a fitted effect of over 60% in size
#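 Quantitative HTS format; Huh7 Rab9-luciferase reporter cells (1500/well) receive compound 2 h post-plating, incubate 24 h at 37 °C, then get luciferase reagent for 10 min before luminescence reading.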
# RORgamma inh – inhibitors of mouse ROR gamma transcriptional activity; Drosophila S2 Gal4-RORgamma UAS-luciferase reporter, 20 h; P51450; Potency, µM (highest dose often 53.6 µM), without a hit: at the top dose activity change, negative = inhibition, hits mostly inhibitors; actives 5.4% (n = 310,000); further: potency means the concentration at half of the fitted maximal effect; on the % scale 0 is the no-effect control and ±100 the full control effect; nearly all actives have a fitted effect of over 60% in size
#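 Read-out: Photinus luciferase luminescence; inhibitors lower reporter signal. Insect Schneider cells with Gal4-ROR gamma fusion under metallothionein promoter, UAS reporter; 700 uM final copper sulfate induction, 20 hr, ambient temperature.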
# * marks the source's active call; other numbers are inactive results; ? = inconclusive; · = no result given; & = joins results of further samples; [ ] = another dose, or the depositor's remark. Unless noted, the call rests on the fitted dose curve; in most records, active means well fitted curve in the direction sought with a large enough effect; inconclusive means small, poorly fitted or top-dose-only effect, or another doubt; inactive means no such curve, though single readings can be large; an effect the other way counts as inactive or inconclusive. Not all compounds are listed, so the mix of outcomes need not match the whole.
SMILES,VP16 counter,Menin MLL FP TR,FLuc counter,PKM2 act,Mito fusion yeast,NPC1 prom act,MBNL1-CUG inh,ELG1 DNA repair,KCNH2 3.1 block,Rab9 promoter act,RORgamma inh
N#Cc1c[nH]n2c(=O)cc(Cc3ccccc3)nc12,-7.3%,19.9%,3.2%,2.9%,1.2%,1.8%,3.4%,13.7%,10.9,1.3%,3.5%
Cc1cc2c3c(c1)C1(C(=O)N3C(C)(C)CC2C)C(C#N)=C(N)OC2=C1C(=O)CC(C)(C)C2 (stereo not given),-4.7%,-26.0%,0.1%,0.8%,9.4%,1.9%,-14.9%,-14.0%,18.9,-1.5%,-11.1%
COc1cc(C)ccc1N(CCCN1C(=O)c2cccc3cccc(c23)C1=O)C(=O)c1cccs1,-11.4%,-13.3%,3.6%,12.2%,?,-3.9%,29.5%,20.6µM*,2.7,-4.0%,13.5%
CCCCNC(=O)N(c1c(N)n(Cc2ccccc2)c(=O)[nH]c1=O)C1CCCC1,2.8%,2.3%,-5.6%,-0.9%,4.7%,0.1%,-6.7%,13.5%,20.2,-0.6%,-18.2%
Clc1ccc(-c2nnc(SCc3nc4ccccc4[nH]3)o2)c(Cl)c1,?,8.2%,-0.1%,?,-1.0%,-2.8%,1.6%,-23.5%,-3.0,0.6%,-16.1%
CCOCc1nnc(NC(=O)C2CC(=O)N(C3CCCC3)C2)s1 (stereo not given),-4.0%,-0.1%,-1.2%,-4.3%,-1.7%,-1.0%,-4.4%,0.2%,-4.2,5.2%,0.3%
O=S(=O)(O)c1nc2ccccc2[nH]1,-16.4%,·,-1.4%,-13.1%,-2.8%,1.0%,-7.3%,?,-22.5,0.1%,5.4%
CCC(Oc1ccccc1)C(=O)NC1C(=O)N2C1SC(C)(C)C2C(=O)O (stereo not given),1.2%&-7.2%,3.8%&-2.9%,1.2%,-19.4%,-2.8%,-4.1%,-7.7%,0.7%,5.8,-1.8%,-21.6%[10 µM]
CCc1ccc(C2(C)SC(NC(C)=O)=NN2C(C)=O)cc1 (stereo not given),0.4%,12.2%,-2.9%,-0.1%,5.3%,0.2%,0.0%,9.7%,-0.4,1.2%,-33.4%
O=C(O)C1CCCCC1C(=O)NCc1ccccn1 (stereo not given),0.5%,-0.6%,5.3%,-27.4%,4.0%,-0.5%,-4.0%,-9.3%,-2.0,-0.7%,-32.9%
Cc1[nH]n2c(=O)c3c(nc2c1-c1ccccc1)CCCC3,?,9.7%,-9.0%,-0.6%,-8.1%,-5.3%,-0.6%,?,6.3,-4.1%,11.2µM*
COc1ccc(-c2nnc(-c3ccc(Br)o3)o2)cc1OC,7.7%,-3.9%,?,0.3%,4.9%,27.4%,299.3%[activator],?,-11.5,22.1%,16.5%
CCOc1ccccc1OCCn1nc2ccccc2n1,7.2%,0.6%,2.5%,0.3%[11.5 µM],-1.1%,3.0%,-7.1%,6.9%,0.7,-1.2%,11.1%
CN(CCCC(=O)Nc1ccccc1F)S(=O)(=O)c1ccc(F)cc1,18.0%,-2.5%,-1.3%,0.4%,4.3%,-4.0%,-3.2%,-5.9%,-10.9,-1.2%,6.2%
O=C(O)CC1COc2ccccc2N1C(=O)c1ccccc1Cl (stereo not given),3.3%,-17.8%,-14.7%,-1.8%,?,-0.7%,-5.6%,11.9%,-6.6,-1.7%,5.3%
NC(=S)N/N=C/c1ccccc1,20µM*,13.5%,-0.2%,-3.6%,-4.5%,0.8%,12.0%,17.4%,5.2,-10.0%,15.8µM*
Cc1cccc(N2CCN(C(=O)Cn3cccc3)CC2)c1C,0.2%,-5.5%,-3.7%,-0.2%,0.6%,-4.7%,-3.2%,?,3.9,5.2%,-1.1%
COc1cc(NS(=O)(=O)c2ccc(NC(=S)NC(=O)c3sc4cc(F)ccc4c3Cl)cc2)nc(OC)n1,11.5%,?,?,-0.5%,3.0%,0.0%,-12.7%,-10.0%,-3.5,-0.9%,-39.4%
CC1Cc2cc(/C=C3/SC(N4CCC(C(N)=O)CC4)=NC3=O)ccc2O1 (stereo not given),-14.7%,·,?,3.9%,-3.1%,-6.4%,?,25.9µM*,16.7,-1.4%,17.0%
CCN1C(=NCc2ccc(OC)cc2)N[C@@H](c2ccccc2)[C@H](C(=O)OC)[C@H]1C,-3.9%,-18.9%,1.3%,0.5%,0.9%,2.4%,-4.2%,16.6%,-38.6,0.3%,-13.4%
COCCOC(=O)C1=C(C)NC(=O)NC1c1cn(-c2ccccc2)nc1-c1cccs1 (stereo not given),0.6%,1.4%,-2.2%,3.1%,0.5%,1.2%,-5.1%,-9.8%,7.2,-0.1%,6.0%
CCCCC#Cc1cncc(C(=O)NN)c1,7.94µM*,·,-3.4%,5.1%,17.6%,0.9%,-6.3%,0.9%,-22.4,15.1%,7.94µM*
Cc1cccc(C(=O)N2CCCN(C(=O)c3cccc(C)c3)CC2)c1,11.2%,-1.7%,-0.3%,10.5%,-2.3%,0.9%,?,-10.6%,5.1,0.5%,14.8%
CN1CCN(c2ccc(NC(=O)c3cccs3)cc2)CC1,?,10.9%,12µM*,0.1%,-0.3%,3.16µM*,-1.5%,?,24.4,0.562µM*,?
O=C(Oc1c(-c2ccccc2)c(=O)n2c3c(cccc13)CC2)c1ccccc1,-0.1%,·,-1.2%,5.0%,15.6%,0.2%,10.3%,?,-9.4,-1.6%,5.9%
Cc1cccc(OCc2nnc(SCC(=O)N3CCCC3)n2C)c1,4.2%,2.1%,-0.5%,-2.0%,2.3%,-0.8%,5.9%,1.2%,7.9,-5.8%,2.3%
CCOC(=O)C1CCN(C=Nc2cc(C)on2)CC1,0.2%,23.7%,-1.7%,2.1%,-3.1%,0.2%,-13.7%,-3.3%,-2.6,8.3%,-18.1%
O=C(CSc1nnc(-c2cccs2)n1-c1ccccc1)Nc1ccccc1,-11.6%,?,-3.1%,4.4%,-3.0%,0.1%,32.0%[activator],?,-88.9*,-5.1%,-0.4%
CCCc1cc(=O)oc2cc(O[C@@H]3O[C@H](CO)[C@@H](O)[C@H](O)[C@H]3O)ccc12,0.2%,8.7%,1.6%,·,4.5%,0.1%,-1.7%,-17.9%,14.1,-0.6%,?
COc1ccccc1Nc1nc(NCc2ccco2)nc(N)c1[N+](=O)[O-],-17.0%,·,1.8%,1.7%,5.7%,5.6%,·,18.3µM*,4.3,-1.2%,24.7%
O=C(CSc1nc2[nH]ncc2c(=O)[nH]1)Nc1ccccc1F,·,·,2.3%,·,1.3%,-1.1%,·,20.9%,-11.6,-4.0%,·
Cc1ccc(SCCC(=O)NC(C)C)cc1,12.3%,12.2%,-2.7%,8.2%,0.6%,-2.5%,-8.4%,?,-5.8,-0.7%,?
CCOC(=O)N1CCN(S(=O)(=O)c2cccc3nsnc23)CC1,·,10.7%,-1.3%,20.1%,-5.0%,-1.1%,?,-2.4%,3.3,-0.2%,0.8%[0.365 µM]
CCC(=O)N1CCN(c2ccc(NC(=O)c3ccc(N4CCCC4)c([N+](=O)[O-])c3)cc2)CC1,0.9%,-4.7%,-1.2%,0.1%,0.4%,-1.1%,·,6.5%,3.0,-11.0%,25.7%[10 µM]
Cc1ccc(Cl)cc1N(C(=O)c1csnn1)C(C(=O)NC1CCCC1)c1ccco1 (stereo not given),5.6%,-4.9%,3.5%,-0.2%,1.5%,-3.7%,-4.5%,-2.4%,-8.9,-3.1%,-29.5%
Cc1ccc(S(=O)(=O)NC(=O)Nc2cccc(C)n2)cc1,4.2%,·,0.3%,3.0%,-4.5%,-0.3%,-4.8%,9.3%,-7.6,-6.5%,3.7%
Cc1[nH][nH]c(=O)c1C(c1ccc([N+](=O)[O-])cc1)c1c(C)[nH][nH]c1=O,?,·,-6.3%,-9.2%,-4.6%,-0.3%,·,-6.4%,5.0,17.0%,21.3%
CCCCCCOC(=O)/C=C/c1c(C)[nH]c(=O)[nH]c1=O,-19.3%,19.4%,-5.4%,0.4%,-2.4%,-3.3%,10.2%,-13.2%,-1.9,-5.3%,31.0%
O=C(NNC(=O)c1nn(-c2ccc(F)cc2)ccc1=O)Nc1cccc(Cl)c1,-7.9%,·,0.4%,1.7%,3.5%,-12.2%,12.5%,2.2%,-10.9,-2.1%,-7.1%
Cc1nnc(Sc2cc(C(=O)NCCCOC(C)C)c3ccccc3n2)s1,2.7%,·,0.6%,0.7%,7.0%,-0.1%,8.3%,-1.2%,-7.4,0.1%,6.0%
